uPA surface inh: qHTS for Inhibitors of Cell Surface uPA Generation; cell surface uPA generation assay, qHTS; Potency, µM (highest dose often 38.3 µM), for the others: top-dose activity change, negative = inhibition, hits mostly inhibitors; 0.31% of 330,000 active; active = well fitted inhibition curve with a large enough effect; inconclusive = small, poorly fitted or top-dose-only effect; inactive = no such curve, though single readings can be large or run the other way; tested in mouse RAW 264.7 cells; also: % is scaled to controls: 0 for no effect and ±100 for the full control effect; nearly all actives have a fitted effect of over 55% in size
MLL CXXC-DNA inh: qHTS Fluorescence Polarization Assay for Inhibitors of MLL CXXC domain - DNA interaction; Histone-lysine N-methyltransferase 2A (Homo sapiens), Q03164; MLL-CXXC / FITC-HOXA9 DNA fluorescence polarization; Potency, µM (top dose mostly 115 µM), for the others: top-dose activity change, negative = inhibition, most hits filed as inhibitors; 0.037% of 290,000 active; AID 2662, 2010; active = well fitted inhibition curve with a large enough effect in the polarisation, with a control signal flat, not every such curve was filed as active; inconclusive = small, poorly fitted or top-dose-only effect, or effect the other way, or a change in a side signal; inactive = no such curve, though single readings can be large or run the other way; the % refers to the polarisation
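Fluorescence polarization: 7 uM MLL-CXXC (stock) preincubated 5 min with compounds, then 50 nM fluorescein-HOX-A9 DNA (stock) added; 30 min ambient. Buffer 50 mM Tris-HCl pH 7.5, 50 mM NaCl, 1 mM DTT, 0.05% BSA.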
FLuc modulator: qHTS profiling assay for firefly luciferase inhibitor/activator using purifed enzyme and Km concentrations of substrates (counterscreen for miR-21 project); Luciferin 4-monooxygenase (Photinus pyralis), P08659; AID 588342, 2011; Potency, µM (titrated, usually from 57.5 µM), for inactives: top-dose activity change, negative = inhibition, actives largely listed as inhibitors; 6.9% of 360,000 active; purified FLuc, Km substrates, luminescence inhibition;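 also: plate controls were vehicle for no effect and reference inhibitor for full effect; nearly all actives have a fitted effect of over 55% in size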
Target sequence (P08659 whole entry, looked up): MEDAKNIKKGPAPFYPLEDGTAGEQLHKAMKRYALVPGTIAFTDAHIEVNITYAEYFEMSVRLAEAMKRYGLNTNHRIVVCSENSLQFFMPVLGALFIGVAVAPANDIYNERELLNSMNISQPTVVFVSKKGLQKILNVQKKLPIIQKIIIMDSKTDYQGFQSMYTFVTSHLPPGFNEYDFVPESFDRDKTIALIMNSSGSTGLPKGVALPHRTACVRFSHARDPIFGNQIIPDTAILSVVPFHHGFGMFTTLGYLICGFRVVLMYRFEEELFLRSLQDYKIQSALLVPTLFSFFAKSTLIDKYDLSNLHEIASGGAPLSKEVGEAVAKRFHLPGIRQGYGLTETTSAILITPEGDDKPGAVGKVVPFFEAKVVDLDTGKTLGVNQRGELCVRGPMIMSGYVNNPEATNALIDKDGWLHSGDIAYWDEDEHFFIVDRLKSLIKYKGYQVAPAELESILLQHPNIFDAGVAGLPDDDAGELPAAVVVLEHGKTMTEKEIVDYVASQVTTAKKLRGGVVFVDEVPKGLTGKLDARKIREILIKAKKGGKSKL
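Biochemical qHTS of compounds, final roughly 60 µM downward over six points, against 10 nM purified firefly luciferase using Km concentrations of substrates (10 uM D-luciferin, 10 uM ATP) in Tris acetate pH 7.5 buffer; luminescence output.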
MBNL1 CUG block: qHTS Assay for Inhibitors of MBNL1-poly(CUG) RNA binding; TR-FRET MBNL1-His/biotin-(CUG)12 binding, 665/545 ratio; Potency, µM (titrated, usually from 57.5 µM), without a hit: at the top dose activity change, negative = inhibition, usual class: inhibitors; 0.036% of 280,000 active; AID 2675, 2010; active = well fitted inhibition curve with a large enough effect in the signal ratio, with a control signal flat, not every such curve was filed as active; inconclusive = small, poorly fitted or top-dose-only effect, or effect the other way, or a change in a side signal; inactive = no such curve, though single readings can be large or run the other way; the % refers to the signal ratio; also: % is scaled to controls: 0 for no effect and ±100 for the full control effect
Target sequence (Q9NR56 whole entry, looked up): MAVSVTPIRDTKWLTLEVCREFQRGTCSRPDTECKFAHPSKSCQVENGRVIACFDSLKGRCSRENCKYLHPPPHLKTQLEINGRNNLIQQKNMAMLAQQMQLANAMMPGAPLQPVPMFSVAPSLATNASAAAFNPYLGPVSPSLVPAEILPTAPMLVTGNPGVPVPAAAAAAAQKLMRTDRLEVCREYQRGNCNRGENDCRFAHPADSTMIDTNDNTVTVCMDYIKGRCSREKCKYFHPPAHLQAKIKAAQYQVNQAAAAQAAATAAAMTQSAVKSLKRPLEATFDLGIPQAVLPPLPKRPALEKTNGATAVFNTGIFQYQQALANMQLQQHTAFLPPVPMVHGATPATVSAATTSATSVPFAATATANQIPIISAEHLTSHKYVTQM
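Compounds (final 92 nM to 58 uM) are added to His-tagged MBNL1 and biotin-(CUG)12, then terbium anti-His antibody and streptavidin-XL665 (5 nM final). After 60 min at room temperature, the 665/545 nm ratio is read.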
BRCA1 expr up: qHTS Assay to Identify Small Molecule Activators of BRCA1 Expression; 1.1% of 380,000 active; Potency, µM (top dose mostly 46.1 µM), without a hit: at the highest dose activation, hits mostly activators; MCF7-BRCA1-FFLuc reporter, luminescence, 48 h; response scale: scaled: vehicle 0%, 10 µM genistein 100%; AID 624202, 2012; also: nearly all actives have a fitted effect of over 80% in size; some results filed as inactive show a strong effect at the top dose
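MCF7 cells carrying a BRCA1-firefly luciferase reporter (2000 cells/well, phenol-red free MEM) were attached for 2 h at 37 °C, then given compounds for 48 h. Luminescence was read 15 min after luciferase reagent; activity normalized to genistein (10 microM) and DMSO.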
ELG1 genotox: qHTS screen for small molecules that induce genotoxicity in human embryonic kidney (HEK293T) cells expressing luciferase-tagged ELG1; HEK293T ELG1-luciferase reporter, luminescence, 16 h; 1.3% of 330,000 active; Potency, µM (series often up to 46 µM), for the others: at the highest dose activity change, positive = activation, hits mostly activators; also: % of control where 0% means no effect; nearly all actives have a fitted effect of over 60% in size
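Step 1: seed 2,000 HEK293T ELG1-luciferase cells per well. Step 2: add compound or DMSO, incubate 16 hr at 37 °C. Step 3: ONE-Glo, 30 min at room temperature, read luminescence.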
p53 reactivator: qHTS assay for re-activators of p53 using a Luc reporter; H1299 p53-A138V BP100-luciferase reporter, luminescence, 24 h; Potency, µM (highest dose often 92.2 µM), inactives show at the highest dose activity change, positive = activation, usual class: activators; 0.063% of 320,000 active; AID 504706, 2011; also: % of control where 0% means no effect; nearly all actives have a fitted effect of over 45% in size
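p53-null H1299 cells stably carrying temperature-sensitive p53-A138V and a BP100-luciferase reporter were pinned with compounds (4-point, 1:5 series) and held 24 hrs at 37 deg C. Luminescence was read 10 min after detection reagent.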
Rab9 promoter act: qHTS Assay for Rab9 Promoter Activators; Huh7 Rab9 promoter-luciferase reporter, luminescence, 24 h; Potency, µM (titrated, usually from 9.22 µM), for inactives: top-dose activation, negative = inhibition, actives largely listed as activators; 2.8% of 320,000 active; AID 485297, 2010; also: % of control where 0% means no effect; nearly all actives have a fitted effect of over 60% in size
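Stable Rab9-luc Huh7, 1500 cells/well, 2 h settle; cmpd in DMSO, 24 h, 37 °C/5% CO2; luciferase reagent 10 min RT; luminescence.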
NPC1 promoter act: qHTS Assay for NPC1 Promoter Activators; Huh7 NPC1 promoter luciferase reporter, 24 h; Potency, µM (highest dose often 9.22 µM), for inactives: at the top dose activation, hits mostly activators; 2.4% of 320,000 active;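 also: % of control where 0% means no effect; nearly all actives have a fitted effect of over 60% in size; reporter is driven by a mutant NPC1 promoter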
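Compounds in DMSO were transferred onto Huh7 NPC1-luciferase reporter cells pre-incubated 2 h; after 24 h at 37 °C, Amplite reagent was dispensed and luminescence recorded 10 min later.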
VP16 counter: VP16 counterscreen qHTS for inhibitors of ROR gamma transcriptional activity; 3.5% of 310,000 active; Potency, µM (series often up to 53.6 µM), inactives show at the top dose activity, negative = inhibition, actives largely listed as inhibitors; AID 2546, 2010; Drosophila S2 Gal4-VP16 UAS-luciferase, luminescence, 20 h;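 also: Gal4-VP16 expression switched on by copper sulfate through the metallothionein promoter; % is scaled to controls: 0 for no effect and ±100 for the full control effect; nearly all actives have a fitted effect of over 50% in size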
RORg inh: qHTS for inhibitors of ROR gamma transcriptional activity; 5.4% of 310,000 active; Drosophila S2 Gal4-RORgamma UAS-luciferase reporter, 20 h; Potency, µM (doses to about 53.6 µM), for inactives: at the top dose activity change, negative = inhibition, most hits filed as inhibitors; Nuclear receptor ROR-gamma (Mus musculus), P51450; also: % is scaled to controls: 0 for no effect and ±100 for the full control effect; nearly all actives have a fitted effect of over 60% in size
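Read-out: Photinus luciferase luminescence; inhibitors lower reporter signal. Insect Schneider cells with Gal4-ROR gamma fusion under metallothionein promoter, UAS reporter; 700 uM final copper sulfate induction, 20 hr, ambient temperature.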
* = called active by the depositor; ? = inconclusive; · = no result given; [ ] = dose if it differs, or a comment. Unless noted, calls follow the shape of the dose curve; as a rule, active = well fitted curve in the direction sought with a large enough effect; inconclusive = small, poorly fitted or top-dose-only effect, or another doubt; inactive = no such curve, though single readings can be large; an effect the other way counts as inactive or inconclusive. Potency is read from the fitted curve at half-maximal effect. This is a subset; rates above refer to the full screens.

structure,uPA surface inh,MLL CXXC-DNA inh,FLuc modulator,MBNL1 CUG block,BRCA1 expr up,ELG1 genotox,p53 reactivator,Rab9 promoter act,NPC1 promoter act,VP16 counter,RORg inh
COC(=O)CN(C)C(=O)CC1C(=O)NCCN1CC(C)(C)C (configuration not stated),0%,1%,-1%,-3%,21%,-1%,4%,-3%,0%,2%,1%
Cc1ccccc1N1CCN(Cc2nc(Cc3ccccc3)no2)CC1,6%,0%,0%,3%,20%,-1%,9%,-10%,-2%,6%,22%
NC(=O)c1cc2ccccc2o/c1=N/NC(=O)c1cccs1,1%,1%,-3%,?,21%,-2%,4%,6%,12%,-9%,30%
O=C(CSc1nnc(-c2cccnc2)o1)N1CCCCC1,-2%,13%,6%,1%,22%,21%,13%,5%,1%,-2%,-2%
O=C(c1ccc(COc2ccc3ccccc3c2)o1)N1N=C(C(F)F)CC1(O)C(F)F (configuration not stated),6%,9%,7%,5%,-78%[inhibitor],1%,-2%,5%,24%,?,?
CC(NC(=O)c1ccccc1)C(=O)OCC(=O)c1ccc(Br)cc1 (configuration not stated),4%,·,-10%,17%,-3%,6%,16%,17%,-2%,1%,-5%
O=C(NNC(=S)NCc1ccccc1)c1ccc(Br)cc1,2%,3%,1%,3%,-25%,0%,7%,1%,-2%,-2%,7.9µM*
CN(C)c1nc2ncn(Cc3ccccc3)c2c(=O)[nH]1,-8%,8%,-3%,-11%,4%,2%,3%,-1%,-1%,-14%,-6%
CCOC(=O)c1c(N)sc2c1C1CCN2CC1,-1%,-3%,-1%,9%,-13%,6%,-3%,7%,0%,-1%,29%
COc1ccc(C)cc1Nc1nc(C)nc2c1oc1ccccc12,-1%,15%,2%,15%,-27%,1%,-5%,-7%,-1%,-11%,?
O=C(Nc1cccc2ccccc12)NC1CCCCC1,2%,8%,0%,4%,-6%,0%,?,4%,-1%,19%,1%
OC[C@@H]1CCCN1Cc1nc(-c2cccs2)no1,-17%,-1%,-9%,-18%,39%,7%,14%,18%,14%,-28%,20%
Cc1ccc(C)c(S(=O)(=O)N2CCN(C(C(=O)Nc3ccc(F)cc3)c3ccccc3)CC2)c1 (configuration not stated),18%,0%,-5%,·,-35%,-2%,3%,-1%,0%,-1%,-11%
CC(=O)Nc1ccc(OCC[n+]2cccc(C(N)=O)c2)cc1,5%,13%,0%,·,-1%,0%,9%,-1%,-2%,5%,-2%
CCCCCc1nnc(NC(=O)Cn2cnc3ccccc3c2=O)s1,1%,14%,15%,-12%,-14%,-1%,?,2%,-1%,-8%,11%
O=C(c1cccc(OC2CCN(Cc3ccc(F)cc3Cl)CC2)c1)N1CCCC1,7%,-7%,3%,-10%,-37%,-9%,0%,-7%,2%,7%,12%
C=CCOc1c(Br)cc(/C=C2/C(=O)ON=C2C)cc1OC,-10%,-12%,?,5%,0%,0%,4%,0%,1%,-3%,13%
O=C(c1ccc(N2CCCS2(=O)=O)cc1)N1CCN(c2ccc(F)cc2)CC1,1%,6%,1%,-5%,3%,-1%,1%,5%,-4%,28%,12%
CC(=O)C1=C(O)C(=O)N(c2ccc(S(N)(=O)=O)cc2)C1c1cccc([N+](=O)[O-])c1 (configuration not stated),-1%,6%,4%,·,1%,1%,6%,0%,1%,-2%,-12%
COc1ccccc1NC(=O)C[n+]1ccccc1,-2%,2%,-2%,9%,-4%,1%,-2%,-2%,-5%,-4%,15%
Cc1ccc(C(=O)NN2C(=O)C3C4C=CC(C5CC45)C3C2=O)cc1 (configuration not stated),-1%,4%,-16%,-7%,1%,0%,19%,-2%,-3%,9%,14%
C/C(CCc1ccc2c(c1)OCO2)=N\NC(=O)c1ccc(C)cc1C,-5%,1%,-11%,-2%,39%,4%,4%,-3%,-4%,-2%,1%
CC(=O)c1c(C)nc2ccc([N+](=O)[O-])cc2c1-c1ccccc1,2%,-3%,-3%,?,-25%,-4%,18%,-5%,-5%,3%,27%
NC(=O)CSCc1ccc(Br)cc1,-2%,-5%,3%,-6%,0%,0%,4%,-4%,3%,8%,1%
Cc1ccc(S(=O)(=O)/N=C(/Nc2c(C)n(C)n(-c3ccccc3)c2=O)c2ccc(Cl)cc2)cc1,3%,0%,5%,-3%,-4%,1%,-7%,0%,-6%,-9%,-19%
O=C(NNC(=O)c1ccccc1Cl)c1cc2cc(OC(F)(F)F)ccc2[nH]1,-7%,-8%,4%,·,-7%,-2%,-6%,0%,-3%,-29%,-22%
O=S(=O)(c1cccs1)N1CN(C2CCCCC2)c2nc3ccccc3nc21,-1%,-9%,0%,-1%,-38%,3%,3%,0%,-3%,15%,40%
Cc1cc(Cl)ccc1OCC(=O)NC(=S)Nc1ccc(Cl)cn1,-4%,37%[activator],4%,0%,-2%,9%,11%,-3%,-2%,-6%,5.6µM*
CC(=O)Nc1ccc(/C=N/NC(=O)c2cc3ccccc3nc2C)cc1,1%,-5%,-18%,·,-4%,1%,-2%,-2%,-1%,-2%,3%
O=c1c(C(c2ccc(Cl)cc2)c2c(O)nc3n(c2=O)CCS3)c(O)nc2n1CCS2,14%,-5%,-5%,-12%,1%,0%,3%,-3%,0%,?,26%
COc1ccccc1CC(=O)NCc1csc(-c2cccs2)n1,3%,1%,17µM*,·,11µM*,16%,-5%,?,?,-1%,11%
O=C(Nc1c2c(nn1-c1cccc(Cl)c1)CS(=O)(=O)C2)C1CC1,-3%,2%,3%,-7%,-1%,3%,-8%,-2%,-2%,-2%,-22%
Cc1cccc(NC(=O)Nc2cccc3ccccc23)c1,-2%,19%,5%,6%,5%,13%,0%,-7%,-1%,2%,1%
COc1ccc(C(=O)/C=C/Nc2ccc(S(=O)(=O)Nc3nc(C)cc(C)n3)cc2)c(OC)c1,2%,-4%,-15%,?,-4%,9%,6%,-14%,0%,6%,40%
COc1cccc(-c2nc(OC(C)C)c3ccccc3n2)c1,3%,-4%,1%,-9%,-46%,-7%,9%,-4%,3%,-10%,9%
CCC(=O)N/N=C(\C)CC(=O)Nc1ccc2ccccc2c1,-3%,-6%,-9%,2%,29%,2%,1%,13%,10%,3%,17%
COc1ccc(OC)c(C2C(C(=O)N(C)C)=C(C)Nc3nc4ccccc4n32)c1 (configuration not stated),-1%,-1%,0%,-6%,0%,0%,5%,-2%,0%,5%,-23%
COC(=O)c1ccc(CSc2ncnc3c2nnn3-c2ccc(OC)cc2)o1,6%,-4%,21µM*,2%,0%,2%,8%,-4%,12%,-2%,?
CCN(CC)C(=O)CSc1nc(C)cc(C)n1,-3%,-2%,1%,-12%,-1%,1%,-2%,-1%,-5%,-5%,-2%
CC(=O)c1cc2c(cc1NC(=O)CN1CCC(Cc3ccccc3)CC1)OCO2,-5%,0%,1%,-3%,2%,-2%,3%,1%,-4%,-6%,-6%
CN(C)c1ccc(C(=S)N2CCN(C(=S)Nc3ccc(Cl)cc3)CC2)cc1,3%,1%,2%,1%,-2%,-2%,3%,-3%,-3%,-2%,-8%
CCN(c1ccccc1)c1nc(=O)c2cccnc2s1,?,-11%,-15%,-15%,1%,9%,3%,6%,-8%,-7%,9%
CN(C)CCNC(=O)CNC(=S)N(Cc1ccccc1)Cc1cccnc1,5%,5%,3%,0%,1%,0%,-1%,0%,1%,2%,-26%
Cc1ccc2[nH]c3c(=O)n(CCN4CCOCC4)cnc3c2c1,2%,5%,-16%,-6%,76%,9%,-2%,19%,24%,-11%,24%
COC(=O)CCCCCCCCC(=O)Nc1nc2ccccc2s1,3%,-2%,-2%,5%,33%,-2%,2%,-1%,-1%,3%,22%
